FAS TE block – FAS thioesterase domain inhibitors, primary screen, biochemical, fluorescence intensity, uHTS. inhibition, % at 15 µM. AID 602261, 2012. Fatty acid synthase (Homo sapiens), P49327. hit rate 0.67% among 360,000. recombinant FAS-TE, OMFH fluorogenic substrate, fluorescence endpoint;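 active means compounds whose normalised, plate-corrected inhibition of enzyme fluorescence in the single-dose primary screen is 50% or more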;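 further: 0% = DMSO with enzyme and 100% = substrate without enzyme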
Tb MetRS inh – T. brucei MetRS inhibitors, primary screen, biochemical, luminescence; hit rate 0.4% among 360,000; methionyl-tRNA synthetase (Trypanosoma brucei brucei); AID 624268, 2012; inhibition, % at 11.9 µM; purified T. brucei MetRS, ATP depletion, Kinase-Glo luminescence;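 active means inhibition above a per-plate cutoff of the control wells' mean inhibition plus 3 SD, cut at about 5.5% in these data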;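 further: 0% = DMSO wells median and 100% = median of wells with control inhibitor compound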
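assay system = parasite MetRS enzyme | timing = 15 min preincubation, 2 h reaction, all 25 °C | evaluation = percent inhibition relative to median high and low control wells | medium = HEPES buffer containing pyrophosphatase, BSA, spermine, DTT | compound = single dose, 11.9 µM final nominal, 0.9% final DMSO | detection = Kinase-Glo luminescence, ATP depletion format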
SKN-1 inh – suppressors of acrylamide-induced Pgst-4::GFP reporter in worms, primary screen, SKN-1 inhibitor project, whole organism, uHTS, GFP/RFP fluorescence ratio, strain VP596. inhibition, % at 21.8 µM. hit rate 0.49% among 360,000. C. elegans VP596 Pgst-4::GFP/RFP ratio, 24 h;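 active means interference check ratio from 0.5 to 1.5 plus GFP to RFP signal ratio inhibition reaching or exceeding a fixed threshold, cut at about 30% in these data, passing the limit was not always enough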; further: some compounds called inactive have numbers as strong as hits
CendR NRP1 mod – modulators of CendR peptide binding to NRP-1, primary screen, biochemical, fluorescence polarization, uHTS; inhibition, % at 25 µM; Neuropilin-1 (Homo sapiens), O14786; AID 602438, 2012; hit rate 0.85% among 360,000; FAM-RPARPAR peptide binding to NRP-1;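 active means inhibition or corrected inhibition above about 18%, plus a signal ratio from 0.5 to 1.5, limit read from the data, passing the limit was not always enough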; further: strong numbers were not always called active
Target sequence (O14786 whole entry, looked up): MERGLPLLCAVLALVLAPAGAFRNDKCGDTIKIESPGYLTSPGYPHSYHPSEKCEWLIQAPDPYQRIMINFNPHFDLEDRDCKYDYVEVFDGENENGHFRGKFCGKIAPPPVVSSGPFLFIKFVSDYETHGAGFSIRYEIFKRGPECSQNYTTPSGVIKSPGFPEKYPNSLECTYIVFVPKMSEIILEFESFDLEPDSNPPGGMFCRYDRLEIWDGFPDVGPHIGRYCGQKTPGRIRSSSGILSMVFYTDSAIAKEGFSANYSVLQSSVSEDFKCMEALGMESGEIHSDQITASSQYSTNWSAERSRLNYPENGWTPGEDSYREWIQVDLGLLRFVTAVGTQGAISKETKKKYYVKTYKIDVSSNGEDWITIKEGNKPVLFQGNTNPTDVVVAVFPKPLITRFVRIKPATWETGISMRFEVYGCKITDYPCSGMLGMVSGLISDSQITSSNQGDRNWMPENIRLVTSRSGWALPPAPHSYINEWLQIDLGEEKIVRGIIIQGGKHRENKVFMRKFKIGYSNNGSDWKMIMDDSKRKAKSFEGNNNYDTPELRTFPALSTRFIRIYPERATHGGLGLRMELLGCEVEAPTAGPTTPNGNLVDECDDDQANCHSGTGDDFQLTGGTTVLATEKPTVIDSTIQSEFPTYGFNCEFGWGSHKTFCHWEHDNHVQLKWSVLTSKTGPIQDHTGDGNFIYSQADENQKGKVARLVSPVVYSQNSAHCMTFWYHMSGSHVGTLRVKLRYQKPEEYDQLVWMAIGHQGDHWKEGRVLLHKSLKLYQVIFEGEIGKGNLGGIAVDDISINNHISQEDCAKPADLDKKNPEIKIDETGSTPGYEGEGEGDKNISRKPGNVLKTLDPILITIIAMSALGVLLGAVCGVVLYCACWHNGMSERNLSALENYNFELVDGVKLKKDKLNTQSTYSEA
MsrA inhibitor – bovine MsrA enzyme inhibitors, primary screen, biochemical, absorbance, HTS | Methionine sulfoxide reductase A (Bos taurus) | purified bovine MsrA, absorbance read-out | inhibition, % at 15.5 µM | hit rate 0.75% among 360,000 | AID 651718, 2012; in the data active means inhibition above about 4.5%;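 further: 0% = vehicle wells with enzyme and 100% = reference inhibitor wells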
MLLE-PAM2 inh – inhibitors of PABP1 MLLE–PAM2 peptide binding, primary screen, biochemical, fluorescence polarization, FITC-PAM2, GST-MLLE | hit rate 0.36% among 360,000 | inhibition, % at 20 µM; in the data active means inhibition above about 35%, passing the limit was not always enough;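 further: plate controls were DMSO wells with GST-MLLE for no effect and wells lacking GST-MLLE protein for full effect; some results filed as inactive read as strong as hits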
eLon inh – inhibitors of E. coli Lon protease, primary screen, biochemical, fluorescence polarization; P0A9M0; hit rate 0.42% among 360,000; inhibition, % at 7.94 µM; AID 602123, 2011; purified E. coli Lon protease; in the data active means inhibition above about 13%, passing the limit was not always enough;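 further: 0% = enzyme with probe and DMSO and 100% = no enzyme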
MT1-MMP act inh – blockers of MT1-MMP proenzyme processing, primary screen, HT1080 RFP-PRO-GFP cells, GFP/RFP fluorescence; Matrix metalloproteinase-14 (Homo sapiens), P50281; GFP/RFP ratio fluorescence, overnight; percent of plate control window, DMSO zero; GFP/RFP ratio change, % at 20 µM; hit rate 0.061% among 360,000;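 active means GFP/RFP ratio change of at least 30% with cell ATP level not reduced by more than half and red fluorescence within 50% of control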; further: strong numbers were not always called active
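system = RFP-PRO-GFP reporter HT1080 cells | dosing = 20 µM single dose, 1% DMSO | timing = overnight cell settling, then overnight compound exposure, 37 °C, 5% CO2 | read-out basis = GFP/RFP fluorescence ratio | controls = DMSO and RFP-L50D-GFP cell wells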
bovine MsrA act – bovine MsrA enzyme activators, primary screen, biochemical, absorbance, HTS; AID 602163, 2012; Methionine sulfoxide reductase A (Bos taurus); hit rate 0.3% among 360,000; purified bovine MsrA, absorbance read-out; activation, % at 10.6 µM; in the data active means activation above about 7.5%;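 further: 0% = vehicle and 100% = reference activator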
An asterisk follows results filed as active; x = no result given. Compounds were not picked by outcome. Share with any hit: about 4%.

SMILES	FAS TE block	Tb MetRS inh	SKN-1 inh	CendR NRP1 mod	MsrA inhibitor	MLLE-PAM2 inh	eLon inh	MT1-MMP act inh	bovine MsrA act
O=C(CNc1ccc(F)cc1)N/N=C1\CCc2ccccc21	1	0.2	-2	-14	1.7	4	4	2	-4
Cc1c(CC(=O)O)c(=O)oc2cc(OCc3ccc(Cl)cc3)ccc12	-3	-0.3	-14	10	1.6	5	4	4	-5
C=CCNc1nc(NCCOc2ccccc2Cl)c2sc(-c3ccccc3)cc2n1	-95	0.3	25	0	1.0	-4	7	-5	-1
O=C(/C=C/c1cccs1)c1ccc(Br)cc1	0	-0.2	37*	11	0.9	13	1	-3	-7
COc1ccc(OC)c(N(CC(=O)NC2CCCC2)S(=O)(=O)c2ccc(OC)c(OC)c2)c1	1	-0.3	-7	0	-0.5	2	3	2	0
COc1ccccc1CCC(=O)N(CCC1=CCCCC1)c1c(N)n(Cc2ccccc2)c(=O)[nH]c1=O	16	-0.5	-3	-1	3.3	-26	-8	-9	-12
COc1cccc(CNC(=O)C(CC(C)C)NC(=O)c2ccccc2C)c1 (stereo unspecified)	1	-0.8	16	-6	0.0	-15	-4	-2	-2
COc1ccc(-c2ccc(-c3nnc(-c4cc(OC)ccc4OC)o3)cc2)cc1	-5	0.2	-5	-3	-0.5	3	-1	4	-2
CN(c1ccccc1)S(=O)(=O)c1ccc(C(=O)NCc2ccccc2F)cc1	13	-0.3	-7	-2	0.1	11	-11	3	-7
O=C(Nc1cccc2cccnc12)c1cccc(Cl)c1	25	-0.3	6	1	-1.2	11	9	-2	-3
Clc1ccc(SCNc2ccccc2Cl)cc1	5	-0.5	2	-10	-0.9	38	5	-1	-1
Cc1cc(C)c2nc(N3CCCN(C(=O)c4cnccn4)CC3)c(C#N)cc2c1	-19	-0.3	3	-37	0.1	12	4	-18	-4
COc1ccc(-n2nc(C)c3onc(C)c3c2=O)cc1	-4	-0.2	1	0	0.2	3	-21	3	-2
COc1c(C)cc(C(=O)C2CCCN(Cc3cccc4nccnc34)C2)cc1C (stereo unspecified)	3	-0.6	-8	14	-1.0	-10	3	2	-1
Cc1ccccc1NC(=O)c1cccc(S(=O)(=O)N2CCOCC2)c1	-8	0.1	-10	10	-0.7	9	0	-1	-1
O=C(Oc1cccc2cccnc12)c1cccc(-n2cnnn2)c1	-3	-0.5	-25	6	-0.6	2	0	3	-3
N#CC1=C(N)C2=CCCC[C@H]2[C@H](c2ccc(Br)cc2)C1(C#N)C#N	32	1.4	-3	-18	x	15	7	-25	-2
COc1ccccc1N=Nc1c(C)[nH][nH]c1=O	-3	-1.2	23	-4	0.1	2	-17	11	-4
COc1ccc(C(=O)NCCN2CCOCC2)cc1S(=O)(=O)Nc1ccc(C)cc1	-6	-0.4	-5	10	-1.4	-1	-9	-1	-3
NCCCNc1ccc([N+](=O)[O-])cc1C(F)(F)F	-6	-0.8	-4	0	3.8	0	-2	2	-6
COc1ccc(/C=C2\SC(=S)N(CCC(=O)Nc3ccc(C(=O)O)cc3)C2=O)cc1OC	-3	-1.5	9	-99	x	-13	0	-3	-9
CC(=O)c1cccc(OCC(=O)Nc2cc(S(=O)(=O)N3CCOCC3)ccc2N2CCCC2)c1	0	-0.1	20	7	0.2	6	-6	1	-4
COc1cccc(OC)c1C(=O)N1CCN(c2ccccn2)CC1	-3	-0.6	11	-7	-0.5	-4	1	-2	-2
O=C(COC(=O)c1cccnc1Cl)NCCC1=CCCCC1	5	-0.2	3	4	-0.5	3	-9	0	0
CCC(C)NS(=O)(=O)c1ccc(-c2csnn2)s1 (stereo unspecified)	-2	0.1	-5	4	-0.2	5	2	-10	-4
COCCNC(=O)C1(C)CCCN(C(=O)c2ccccc2OC)C1 (stereo unspecified)	-2	-0.6	1	-9	-0.2	-18	2	1	1
CC(C)c1ccc(NC(=O)c2cccc(Br)c2)cc1	12	0.0	31	10	0.5	-5	2	1	-1
O=C(CNC(=O)c1ccc(Br)o1)OCC(=O)c1cccc([N+](=O)[O-])c1	0	-0.4	-8	0	-0.4	-1	0	4	-3
CCN(C(=O)COC(=O)c1ccc(F)c(S(=O)(=O)N2CCOCC2)c1)C1CCS(=O)(=O)C1 (stereo unspecified)	0	0.1	3	16	-0.4	-10	-10	1	-1
COc1ccc(NC(=O)COC(=O)CC2CCCC2)cc1Cl	22	-0.3	23	3	-1.1	-28	2	3	-1
COc1ccc(-n2nnnc2SCc2nc(N)nc(N3CCOCC3)n2)cc1	-2	-0.5	-3	-16	-0.7	-8	-6	-1	-4
S=C(NCC1CCCO1)Nc1ccc(Cl)cc1Cl (stereo unspecified)	-5	0.6	-3	0	0.0	16	5	3	-2
O=C(Cn1cnc([N+](=O)[O-])c1)Nc1ccc(Cl)cc1Cl	-3	-0.2	5	0	1.6	4	3	-2	-6
O=C(NCc1ccncc1)c1cccc(S(=O)(=O)Nc2ccc(F)cc2)c1	-8	-0.5	-11	4	0.2	-3	-10	1	-6
CC(C)(C)OC(=O)NCCC(=O)Oc1ccc2ccc(=O)oc2c1	34	-1.2	3	7	x	-9	3	1	-4
COc1ccc(NC(=O)c2ccc3[nH]c(C)c(C)c3c2)cc1	3	-0.6	11	5	0.5	-1	-9	8	-2
C/C1=C\CCC2C(/C=C(\C)CC1)OC(=O)C2CN1CCCCC1 (stereo unspecified)	-8	-1.2	-6	-20	0.8	-10	2	-6	-7
CC(C)(C)OC(=O)N1CCC[C@H]1c1nnc(SCc2ccc(Cl)cc2Cl)o1	19	-1.3	-10	17	-0.5	5	0	-5	-9
C[C@H](CO)N1C[C@H](C)[C@@H](CN(C)C(=O)Nc2ccc3c(c2)OCO3)Oc2ccc(NC(=O)NC3CCCCC3)cc2C1=O	-7	-0.4	9	4	-1.0	-6	-6	0	-1
Cc1cc(=O)[nH]c(N/N=C/C(C)c2ccccc2)n1 (stereo unspecified)	-8	-0.8	0	-2	0.1	-7	-2	7	-11

Shown as comma-separated lines: nine of the compounds above
structure,FAS TE block,Tb MetRS inh,SKN-1 inh,CendR NRP1 mod,MsrA inhibitor,MLLE-PAM2 inh,eLon inh,MT1-MMP act inh,bovine MsrA act
COc1ccc(/C=C2\SC(=S)N(CCC(=O)Nc3ccc(C(=O)O)cc3)C2=O)cc1OC,-3,-1.5,9,-99,x,-13,0,-3,-9
CC(=O)c1cccc(OCC(=O)Nc2cc(S(=O)(=O)N3CCOCC3)ccc2N2CCCC2)c1,0,-0.1,20,7,0.2,6,-6,1,-4
COc1cccc(OC)c1C(=O)N1CCN(c2ccccn2)CC1,-3,-0.6,11,-7,-0.5,-4,1,-2,-2
O=C(COC(=O)c1cccnc1Cl)NCCC1=CCCCC1,5,-0.2,3,4,-0.5,3,-9,0,0
CCC(C)NS(=O)(=O)c1ccc(-c2csnn2)s1 (stereo unspecified),-2,0.1,-5,4,-0.2,5,2,-10,-4
COCCNC(=O)C1(C)CCCN(C(=O)c2ccccc2OC)C1 (stereo unspecified),-2,-0.6,1,-9,-0.2,-18,2,1,1
CC(C)c1ccc(NC(=O)c2cccc(Br)c2)cc1,12,0.0,31,10,0.5,-5,2,1,-1
O=C(CNC(=O)c1ccc(Br)o1)OCC(=O)c1cccc([N+](=O)[O-])c1,0,-0.4,-8,0,-0.4,-1,0,4,-3
CCN(C(=O)COC(=O)c1ccc(F)c(S(=O)(=O)N2CCOCC2)c1)C1CCS(=O)(=O)C1 (stereo unspecified),0,0.1,3,16,-0.4,-10,-10,1,-1

(listing goes on)
SMILES	FAS TE block	Tb MetRS inh	SKN-1 inh	CendR NRP1 mod	MsrA inhibitor	MLLE-PAM2 inh	eLon inh	MT1-MMP act inh	bovine MsrA act
Cn1ccnc1SCC(=O)Nc1sccc1C#N	-8	-0.9	-11	-22	0.3	9	-14	-5	-7
Cc1nc2ccc(S(=O)(=O)NCC(=O)NCCc3ccc(Cl)cc3)cc2s1	-2	0.0	4	14	0.8	11	9	1	-2
COC(=O)C1=C(CS(=O)(=O)c2ccccc2)NC(=O)NC1c1ccc(O)cc1 (stereo unspecified)	-9	-0.8	-11	9	-0.2	0	10	-1	-9
CCC/C(=N\NC(=O)c1ccco1)c1ccc(Cl)s1	-4	-0.3	14	-17	2.1	-11	-4	2	-5
COc1cc(NC(=O)c2ccco2)c(OC)cc1NC(=O)Nc1cccc(Cl)c1	11	0.1	6	2	1.3	0	1	1	0
CCc1nnc(NC(=O)CN2C(=O)NC3(CCCC3)C2=O)s1	-5	-0.4	10	9	-1.2	-53	3	2	-3
COC(=O)c1ccccc1NC(=O)CSCC(=O)Nc1ccccc1	-8	-1.9	-13	-2	1.2	11	-4	0	-12
NS(=O)(=O)c1ccc(CNC(=O)CNC(=O)c2ccc(Br)o2)cc1	-7	-0.3	9	-1	-0.1	-10	3	0	-4
COc1cccc(C2c3c(oc4ccccc4c3=O)C(=O)N2c2ccccn2)c1 (stereo unspecified)	-3	-1.1	7	-3	1.2	-6	1	-4	-7
COc1cccc(/C=C/C(=O)NCCc2ccc3c(c2)OCCO3)c1	-2	-0.2	1	6	-0.3	-5	-7	0	-3
Cc1ccccc1NC(=O)NCCc1ccc(Cl)cc1	-1	-0.1	3	5	-0.8	7	3	1	-3
CCOc1ccc(C(=O)CCC(=O)N2CCC(C(=O)OC)CC2)cc1	-10	-0.9	1	-40	0.7	-19	-16	-6	-1
Fc1ccc(-n2nnc(-c3cnc4ccccc4c3)n2)cc1	1	-0.2	21	-6	-1.2	11	-13	2	-3
CCCC1NC(=O)c2cccnc2-n2c1nc1ccc(C)cc1c2=O (stereo unspecified)	-6	-0.2	-5	-12	-0.4	1	-4	3	-3
COC(=O)C1=CN(c2ccc(OC)cc2)C=C(C(=O)OC)C1c1ccc(C)c([N+](=O)[O-])c1	14	-0.7	-3	-2	-1.6	16	5	0	-6
CC(=O)c1c(C)n(-c2ccc(C)cc2C)c2ccc(O)cc12	1	-0.9	-20	-4	1.1	6	-3	-7	-9

SKN-1 inh, hit marks shown above.
SMILES | Tb MetRS inh | SKN-1 inh | CendR NRP1 mod | MsrA inhibitor | MLLE-PAM2 inh | eLon inh | MT1-MMP act inh | bovine MsrA act
O=C(/C=C/c1cccs1)c1ccc(Br)cc1 | -0.2 | 37* | 11 | 0.9 | 13 | 1 | -3 | -7

Bioassay records from PubChem BioAssay.
